TAAR1 ag: agonists of human TAAR1 | 360,000 tested, 0.99% active | CHO RD-HGA16 TAAR1, Fluo-8 calcium fluorescence; vehicle wells 0%, saturating PEA agonist 100% | activation, % at 3 µM | Q96RJ0 | AID 624467;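 active = activation above the mean activation of all test compounds in the run plus 3 SD, cut at about 38% in these data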
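Test system: RD-HGA16 (CHO) cells co-expressing Gα16 and hTAAR1 | Doses: Single dose, 3 µM | Schedule: 17-24 h seeding, 75 min 37 °C dye, 30 min RT | Evaluation: % activation from peak over basal fluorescence ratio, DMSO-to-PEA scaled | Technique: Kinetic Fluo-8 calcium fluorescence | Benchmarks: Low control DMSO, high control PEA (EC100)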
CHRM4 antagonist: antagonists of human muscarinic M4 receptor (CHRM4). P08173. CHO-hM4 cells, ACh EC80, Fluo-8 calcium fluorescence. inhibition, % at 3 µM. 360,000 tested, 0.73% active. AID 624125;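 active = inhibition above its plate's cutoff, the mean inhibition of sample wells plus 3 SD, cut at about 27% in these data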;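 note: 0% = acetylcholine EC80 with DMSO and 100% = DMSO without agonist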
CHRM4 agonist: agonists of human muscarinic M4 receptor (CHRM4); CHO-K1 hM4/Gqi5, Fluo-8 calcium fluorescence; vehicle 0%, full acetylcholine response 100%; 360,000 tested, 0.14% active; P08173; activation, % at 3 µM;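 active = activation above the run mean over all test wells plus 3 SD, cut at about 32% in these data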;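 note: peak over basal fluorescence ratio per well then scaled between controls; 0% = DMSO wells and 100% = acetylcholine at EC100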
CHRM5 agonist: agonists of human muscarinic M5 receptor (CHRM5) | P08912 | CHO-K1 hM5 cells, Fluo-8 calcium fluorescence; 0% DMSO wells, 100% maximal acetylcholine response | activation, % at 3 µM | 360,000 tested, 0.19% active;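 active = activation above the run's mean over test compounds plus 3 SD, cut at about 23% in these data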;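 note: signal is peak over basal fluorescence ratio across the kinetic read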
Target sequence (P08912 whole entry, looked up): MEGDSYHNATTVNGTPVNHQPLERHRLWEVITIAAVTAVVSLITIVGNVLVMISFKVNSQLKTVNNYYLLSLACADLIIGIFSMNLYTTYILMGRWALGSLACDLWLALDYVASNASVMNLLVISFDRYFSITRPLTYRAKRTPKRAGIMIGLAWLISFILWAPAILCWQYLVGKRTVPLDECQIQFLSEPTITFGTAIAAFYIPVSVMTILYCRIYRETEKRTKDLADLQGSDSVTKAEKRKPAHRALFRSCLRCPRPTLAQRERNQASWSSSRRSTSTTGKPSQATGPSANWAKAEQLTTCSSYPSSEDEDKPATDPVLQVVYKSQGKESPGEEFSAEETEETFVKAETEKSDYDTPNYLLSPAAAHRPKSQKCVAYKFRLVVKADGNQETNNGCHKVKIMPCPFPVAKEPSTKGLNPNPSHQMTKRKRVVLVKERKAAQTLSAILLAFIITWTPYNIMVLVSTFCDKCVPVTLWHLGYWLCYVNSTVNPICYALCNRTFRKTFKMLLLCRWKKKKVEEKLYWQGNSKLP
CHRM1 antagonist: antagonists of human M1 muscarinic receptor | 360,000 tested, 1.3% active | CHO-K1 hM1, Fluo-8 calcium fluorescence, ACh EC80 antagonist | AID 588852 | inhibition, % at 3 µM | P11229;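 active = percent inhibition above its own plate's cutoff, namely the mean of that plate's compound wells plus 3 SD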;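 note: peak over basal fluorescence ratio during 140 s after agonist addition; 0% = ACh EC80 plus DMSO and 100% = DMSO alone without agonist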
Target sequence (P11229 whole entry, looked up): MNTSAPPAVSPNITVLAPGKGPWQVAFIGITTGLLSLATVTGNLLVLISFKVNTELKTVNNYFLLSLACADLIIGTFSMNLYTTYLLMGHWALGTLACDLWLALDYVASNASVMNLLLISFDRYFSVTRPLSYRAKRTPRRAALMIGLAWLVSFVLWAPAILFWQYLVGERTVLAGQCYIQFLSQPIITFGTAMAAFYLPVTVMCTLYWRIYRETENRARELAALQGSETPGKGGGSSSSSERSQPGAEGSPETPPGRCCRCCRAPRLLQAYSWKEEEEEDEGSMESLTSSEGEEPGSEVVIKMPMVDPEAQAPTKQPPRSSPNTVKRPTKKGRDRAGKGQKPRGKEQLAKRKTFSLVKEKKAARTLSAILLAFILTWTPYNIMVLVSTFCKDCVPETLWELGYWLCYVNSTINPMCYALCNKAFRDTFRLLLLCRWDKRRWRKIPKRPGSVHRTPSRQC
CHRM5 antagonist: blocks acetylcholine activation of human M5 receptor; P08912; CHO-hM5 cells, Fluo-8 calcium fluorescence, ACh EC80; inhibition, % at 3 µM; 360,000 tested, 0.59% active;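 active = inhibition above a per-plate cutoff, the mean of that plate's test compounds plus 3 SD, cut at about 27% in these data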;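 note: 0% = acetylcholine EC80 with DMSO and 100% = DMSO without agonist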
M1 PAM: human CHRM1 positive allosteric modulation. CHO-K1 hM1, Fluo-8 calcium fluorescence, ACh EC20; 0% = ACh EC20, 100% = maximal ACh. AID 588819. activation, % at 3 µM. 360,000 tested, 0.088% active; in the data active = activation above about 19%, passing the limit was not always enough
CHRM5 PAM: CHRM5 positive allosteric modulation. P08912. CHO-K1 hM5, Fluo-8 calcium, ACh EC20 PAM; 0% = ACh EC20, 100% = ACh EC100. activation, % at 3 µM. 360,000 tested, 0.3% active. AID 624038;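 active = activation above the run cutoff, the mean activation of all test compounds plus 3 SD, cut at about 18% in these data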
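System – CHO-K1 hM5 cells · Compound – 3 µM, single dose · Incubation – compound preincubation 140 s before EC20 acetylcholine addition · Technique – Fluo-8 calcium fluorescence · Measure – Max/basal fluorescence ratio as % of EC20–EC100 ACh window · Benchmarks – low control EC20 acetylcholine (0%), high control EC100 acetylcholine (100%) · Replication – singlicate, one well per test compound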
CHRM1 agonist: human M1 muscarinic receptor agonism. P11229. CHO-K1 hM1, Fluo-8 calcium fluorescence, agonist mode; 0% DMSO, 100% acetylcholine EC100. activation, % at 3 µM. 360,000 tested, 0.33% active. AID 588814;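 active = activation above the run's mean compound activation plus 3 SD, cut at about 16% in these data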;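 note: peak over basal fluorescence ratio within a 140 s kinetic read after compound addition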
The depositor's hits bear a star; / = not tested or not shown. An excerpt; the hit share may differ from the screen's.

Structure	TAAR1 ag	CHRM4 antagonist	CHRM4 agonist	CHRM5 agonist	CHRM1 antagonist	CHRM5 antagonist	M1 PAM	CHRM5 PAM	CHRM1 agonist
O=C(COC(=O)c1ccc(N2CCCC2=O)cc1)c1ccc(OC(F)F)cc1	7.8	7.1	2.7	-0.6	-7.4	6.0	2.1	-5.4	-4.3
COC(=O)[C@]12CCCCC=C1N(CCC1=CCCCC1)C(=O)[C@H](CC(=O)N1CCC(c3ccccc3)CC1)C2	-1.4	-8.3	-0.9	-0.8	/	7.9	/	-10.9	/
COCC(C)NC(=S)NC(=O)c1cc(S(=O)(=O)N2CCOCC2)ccc1C (stereo unspecified)	4.4	-1.3	2.5	1.6	3.1	3.8	6.7	0.7	-3.8
CCOC(=O)C1=C(O)/C(=C\c2ccc(CNC(=O)C(=O)Nc3ccccc3)o2)N=C1C	-6.2	-14.7	-0.2	2.3	18.8	-10.6	-6.6	2.6	-1.5
CC(=O)N1CCOc2ccc(S(=O)(=O)NCCc3ccc(S(N)(=O)=O)cc3)cc21	1.1	-0.3	0.2	-0.9	-18.0	-13.9	19.6	11.4	0.7
CC(=O)Nc1ccc(NC(=O)CCCNC(=O)c2ccc(Cl)cc2)cc1	4.2	16.0	0.6	-2.4	-11.9	10.4	15.8	0.2	-0.8
Cc1ccc2cc(C#N)c(SCC(=O)N3CCCc4ccccc43)nc2c1C	5.8	0.1	0.1	-1.4	-11.9	0.9	8.2	0.6	-6.3
O=C1CCN(CCc2ccccc2)CCN1[C@H](COc1ccccc1)c1ccccc1	20.9	-0.6	6.7	-5.1	-0.2	11.3	-4.6	-3.2	-9.1
CC12CCC(C(=O)NNc3ccccc3)(OC1=O)C2(C)C (stereo unspecified)	12.9	11.1	1.3	-2.8	-15.1	0.9	8.5	4.7	-3.7
Cc1cccc(C)c1-n1nnnc1C1(C)CCC(=O)N1Cc1ccco1 (stereo unspecified)	1.5	-4.4	0.4	-1.2	/	9.3	/	-5.0	/
COc1cc(/C=C/C(=O)OCC(=O)NC(=O)C2COc3ccccc3O2)ccc1OC(F)F (stereo unspecified)	0.3	-10.4	1.3	3.2	-6.8	3.5	2.9	13.6	-2.4
CCCCCCOC(=O)CCc1c(C)nc(N)[nH]c1=O	5.7	13.4	-0.3	-2.5	-13.0	4.8	10.0	-5.4	-2.1
Fc1ccc(-c2cc(C(F)(F)F)n3ncnc3n2)cc1	0.7	-7.0	0.7	-3.4	-10.2	-7.1	9.2	10.0	-2.8
S=c1[nH]nc(-c2ccccc2)n1/N=C/c1cccc(Br)c1	2.1	-1.2	0.2	2.4	4.7	-0.3	-2.7	10.8	-0.9
Cc1cc(N)n2ncc(-c3ccc(Cl)cc3)c2n1	8.3	-8.3	1.8	-10.1	-8.2	-5.7	8.5	17.6	-2.0
CCc1ccc(OCC(=O)Nc2ccc(-c3cc4ccccc4oc3=O)c(OC)c2)cc1	1.1	14.9	6.2	1.7	20.3	30.6*	-7.2	-14.5	-2.1
Cn1c(N)c(C(=O)COC(=O)/C=C/c2cccc(Cl)c2)c(=O)n(C)c1=O	30.8	-2.7	1.4	4.9	-12.0	14.1	8.1	-0.7	-1.6
Cc1ccc(O)c(C(=O)c2cc(C#N)c(=O)n(C(C)c3ccccc3)c2)c1 (stereo unspecified)	-0.8	-1.8	1.6	-3.6	8.9	7.6	-2.8	-1.5	-7.1
CCSc1ncc(Cl)c(C(=O)Nc2cc(C)ccc2C)n1	-1.6	-8.2	-0.1	-0.4	-12.3	-9.6	3.8	3.0	-3.7
Cc1ccc(CN=Cc2[nH]c3ccc(Br)c(Cl)c3c2O)cc1	7.0	8.5	2.0	1.2	2.8	2.6	-1.9	-1.2	-4.2
O=C(Cn1nc(-c2ccccc2)c2ccccc2c1=O)Nc1cccnc1	5.4	0.3	-0.2	5.1	2.2	-3.7	7.4	2.9	-2.8
CCCOc1ccc(OC(=O)c2ccc(Br)o2)cc1	136.8*	2.8	76.1*	9.1	16.9	-2.0	-7.8	-4.5	44.9*
Cn1c(SCc2ccc(Br)cc2)nnc1-c1ccncc1	0.3	2.3	3.3	2.3	-14.4	-2.3	9.3	1.4	-3.4
O=c1c2ccccc2ccc2ccc(P(=O)(O)O)cc12	1.3	4.2	1.4	-4.5	0.2	5.1	3.9	2.8	-5.5
C=CCNC(=O)C1CCC(CNc2nc(=S)[nH]c3ccccc23)CC1 (stereo unspecified)	4.4	-16.5	3.2	0.7	-12.3	-1.2	4.5	0.2	-3.5
CC1CCCCN1S(=O)(=O)c1ccc(C(=O)Nc2nnc(C3=COCCO3)o2)cc1 (stereo unspecified)	2.8	-6.9	0.3	-1.0	-8.1	1.6	7.5	4.8	-0.9
O=C(c1ccccc1)[C@@H]1[C@@H]2C(=O)N(c3ccc(F)cc3)C(=O)[C@@H]2C2CCCN21 (stereo partly specified)	6.3	2.4	1.9	3.0	-4.2	-0.9	4.9	0.9	-3.3
CC(=O)C(=Cc1ccc(Cl)cc1)C(=O)c1ccccc1	-2.0	24.1	2.0	-6.8	16.6	1.8	-5.7	21.6*	-12.0
O=C(CCn1cccc1)N1CCc2ccccc21	1.0	-2.4	0.3	-0.6	-9.5	-4.1	8.4	2.7	-2.3
CCc1c(C(=O)NCc2ccc3c(c2)OCO3)[nH]c(C)c1C(C)=O	16.6	4.5	1.6	-0.4	-7.5	-4.4	7.8	-0.1	-4.7
O=C(COC(=O)c1cncc(Br)c1)NCC1CCCO1 (stereo unspecified)	2.2	-1.5	0.4	-4.0	-9.2	-3.0	4.5	0.4	-2.4
CN(CC(=O)Nc1ccc(F)cc1)C(=O)c1cccc(S(=O)(=O)N2CCN(c3ccccc3)CC2)c1	7.7	4.6	11.2	0.0	9.0	23.6	-2.2	-9.0	-1.1
CCOC(=O)C1(CC2CCCCO2)CCN(C(=O)Nc2ccccc2CC)CC1 (stereo unspecified)	3.2	1.8	1.1	-2.3	-11.6	4.0	16.0	-1.0	-4.8
Cc1cccc(Cc2c(C)nc3nc(SCC(=O)NCc4ccco4)nn3c2C)c1	13.9	1.9	0.2	-8.2	-11.8	11.9	9.8	4.8	-2.4
CCC(=O)NCCc1nc2ccccc2n1Cc1ccccc1	-1.8	20.4	0.2	0.6	12.4	-3.7	-2.6	2.3	-3.4
CC(C)n1cnc2c(Nc3cccc(F)c3)nc(NCCO)nc21	11.3	-12.2	3.3	-4.1	-1.8	-2.2	4.7	-4.0	-8.1
CCc1cc2c(=O)n(-c3ccccc3)cnc2s1	0.5	-9.5	1.1	-1.6	-52.4	-4.0	9.1	3.3	-4.0
Cc1ccc2c3c([nH]c2c1C)-c1nonc1CC3	10.6	-9.6	1.8	-9.5	-5.8	-3.5	2.6	-12.3	-4.3
Cc1c(C(=O)N2CCCC(C)C2)sc2ncnc(N3CCCCC3C)c12 (stereo unspecified)	4.7	6.0	2.5	-0.9	-7.0	14.2	12.7	-4.8	-7.7
COc1ccc(/C=C2\SC(=O)N(CCC(=O)N3CCN(C)CC3)C2=O)cc1	4.4	-12.0	2.1	-0.6	-24.3	-3.1	11.3	-3.4	-0.1
Cc1nnc(SCC(=O)NCc2ccc3c(c2)OCO3)[nH]c1=O	17.1	2.0	1.3	2.0	6.7	-4.6	0.6	3.5	0.6
COC(=O)CSc1nnc2n1C(C)(C)Cc1ccccc1-2	1.9	18.4	1.5	2.6	2.3	7.0	3.5	0.7	-4.3
CCCCn1c(N)c(N2CCOCC2)c(=O)n(CC(=O)NC(C)c2ccccc2)c1=O (stereo unspecified)	0.7	-0.3	-0.1	-1.0	4.7	5.3	-1.6	5.7	-2.0
O=C(Nc1ccccc1)C1(c2ccccc2)CC1(Cl)Cl (stereo unspecified)	22.0	7.8	-0.3	-12.6	0.5	1.8	0.1	-3.4	-2.4
COc1cccc(/C=C2/Sc3ccc(C(=O)NCCCN4CCCC4)cc3NC2=O)c1	2.3	-5.6	0.3	-9.4	7.4	0.5	-3.1	0.6	-6.0
COc1ccccc1NC(=O)c1cc(Cl)ccc1NC(=O)c1ccco1	0.7	-8.3	0.5	-7.7	-9.2	-18.1	1.7	7.5	-6.2
C=CCOn1c(=O)c(-c2ccc(F)cc2)[n+]([O-])c2ccccc21	1.5	-0.1	1.0	-2.1	-4.0	-0.9	9.0	2.5	-3.6
Cc1[nH]c2ccc(C(=O)N3CCN(c4cccc(Cl)c4)CC3)cc2c1C	0.9	-15.1	7.0	-2.1	-6.6	-0.8	5.5	1.7	-1.5
Cc1ccc(S(=O)(=O)NC2(C(F)(F)F)NC(=O)N(C)C2=O)cc1 (stereo unspecified)	-2.0	6.5	1.7	1.4	17.4	0.2	-10.6	2.3	-4.1
c1cncc(CSc2ccc(-c3cccnc3)nn2)c1	2.7	-12.7	3.3	-0.2	-2.8	2.6	1.6	11.0	-5.1
O=Cc1ccc(Sc2nnc(-c3ccccc3)o2)c([N+](=O)[O-])c1	/	2.3	0.5	0.2	10.9	2.5	3.7	-2.4	-3.2
CCOC(Cn1c(SCc2cc(C(C)=O)ccc2OC)nc2ccccc2c1=O)OCC	2.4	2.5	0.6	-0.3	-3.6	-6.6	7.7	4.8	-4.3
C[C@@H]1CN([C@H](C)CO)C(=O)CCCn2nncc2CO[C@@H]1CN(C)C(=O)Nc1ccc2c(c1)OCO2	4.7	-1.2	1.3	0.7	-9.7	12.0	5.1	-4.6	-2.8
C/C(=C\c1ccccc1)C(=O)Nc1ccc(Cl)cn1	-1.9	-5.5	-0.4	-7.8	31.4*	6.4	-8.7	3.6	-8.7
Cc1nn(C)c2ncc(C(=O)c3cc(F)ccc3O)cc12	16.4	5.3	6.6	1.6	-3.1	5.9	0.1	-3.5	0.5
CCOc1ccc2nc(N3CCCN(C(=O)Nc4ccccc4C)CC3)c(C#N)cc2c1	7.8	-13.5	0.8	-0.8	-5.5	-0.6	0.4	-0.3	-5.6
CC(=O)c1ccc2cc3c(cc2c1)OCO3	-0.4	-4.6	1.0	-0.7	-15.2	4.1	11.4	-3.2	-4.5
CCN(CC)C(=O)/C(=C/c1ccc2c(c1)OCO2)NC(=O)c1ccc(Br)cc1	-0.1	-3.5	1.4	0.1	-2.4	0.9	2.6	-3.5	-8.6
CCOC(=O)C1=C(C)Nc2nc(C)nn2C1c1cc(OC)ccc1OC (stereo unspecified)	2.6	-5.7	1.2	0.2	-9.1	-0.8	4.4	1.5	-3.9

Bioassay records as filed in PubChem.
